Screening data as filed in PubChem.
GLP1R cytotox: cytotoxicity in counter-screen for GLP-1R inverse agonists; HEK293 cAMP-luciferase reporter cells, luminescence, 24 h; Potency, µM (series often up to 38.3 µM), for the others: at the top dose activity change, negative = inhibition, most hits filed as inhibitors; 0.13% of 410,000 active;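 also: loss of luciferase light is scored as toxicity; potency is read from the fitted curve at half-maximal effect; % is scaled to controls: 0 for no effect and ±100 for the full control effect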
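A 23 nL compound transfer followed 12 hours of cell culture at 37 deg C; exposure then lasted 24 hr. Luciferase assay detection reagent was dispensed and plates read for luminescence after a 12 min room-temperature wait.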
GLP1R inv ag: inverse agonists of human GLP-1 receptor; HEK293 GLP-1R CRE-luciferase, luminescence, 24 h; GLP-1R form is constitutively active; Potency, µM (series often up to 38.3 µM), for inactives: at the top dose activity change, negative = inhibition, actives largely listed as inhibitors; 1.6% of 410,000 active; also: potency is read from the fitted curve at half-maximal effect; % is scaled to controls: 0 for no effect and ±100 for the full control effect; nearly all actives have a fitted effect of over 55% in size
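Cells are plated, allowed 12 hours at 37 deg C, then treated with compounds for 24 hr before luciferase detection reagent is added and luminescence is read after 12 min at room temperature. The HEK293 line carries constitutively active GLP-1R with a cAMP-responsive reporter.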
D3 ag: D3 dopamine receptor (human) agonism. P35462. D3R DiscoveRx beta-arrestin cells, luminescence, 90 min. max activation, %. 0.58% of 410,000 active. AID 652048; in the data active = max activation above about 30%; also: 0% is about no effect; mostly tested at two doses, the higher about 12 µM
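Agonist mode: compounds and dopamine controls were applied to plated cells for 90 min at 37 degrees C after an overnight attachment at 1500 cells/well. Luminescent read-out followed 30 - 60 minutes at room temperature with DiscoveRx detection reagent.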
WRN helicase inh: blocks human WRN helicase; Potency, µM (titrated, usually from 114 µM), inactives show at the top dose activity change, negative = inhibition, hits mostly inhibitors; 0.46% of 360,000 active; WRN helicase unwinding, fluorescent forked duplex, kinetic; Q14191; AID 651768; also: potency is read from the fitted curve at half-maximal effect; % is scaled to controls: 0 for no effect and ±100 for the full control effect; nearly all actives have a fitted effect of over 55% in size
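Primary qHTS, 1536-well format. 20 nM WRN + compound, 15 min RT; start with 100 nM forked fluorophore/quencher duplex, 2 mM ATP (final); kinetic read ex 525/em 598 nm.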
D3 antag: antagonists of human D3 dopamine receptor; D3R cells, DiscoveRx beta-arrestin luminescence, antagonist mode; active compounds read low; max response, negative = inhibition, %; 2.5% of 360,000 active; in the data active = max response below about -50%; inconclusive = no clear call, values can overlap the other calls; also: % is scaled to controls: 0 for no effect and ±100 for the full control effect; mostly tested at two doses, the higher about 12 µM
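Cells plated overnight at 1500 cells/well, then exposed to library compounds with dopamine controls for 90 minutes at 37 degrees C. DiscoveRx reagent added for 30–60 minutes at room temperature; luminescence read, quantitative HTS format.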
PLK1 PBD inh: PLK1 (human) polo-box domain binding inhibition | Plk1 PBD binding of FITC phosphopeptide, fluorescence polarization | 2.8% of 360,000 active | Potency, µM, without a hit: max response, negative = inhibition, usual class: inhibitors | P53350; also: potency is read from the fitted curve at half-maximal effect; series mostly up to about 57 µM; % is scaled to controls: 0 for no effect and ±100 for the full control effect; nearly all actives have a fitted effect of over 65% in size
Target sequence (P53350 whole entry, looked up, the tested form may be a part): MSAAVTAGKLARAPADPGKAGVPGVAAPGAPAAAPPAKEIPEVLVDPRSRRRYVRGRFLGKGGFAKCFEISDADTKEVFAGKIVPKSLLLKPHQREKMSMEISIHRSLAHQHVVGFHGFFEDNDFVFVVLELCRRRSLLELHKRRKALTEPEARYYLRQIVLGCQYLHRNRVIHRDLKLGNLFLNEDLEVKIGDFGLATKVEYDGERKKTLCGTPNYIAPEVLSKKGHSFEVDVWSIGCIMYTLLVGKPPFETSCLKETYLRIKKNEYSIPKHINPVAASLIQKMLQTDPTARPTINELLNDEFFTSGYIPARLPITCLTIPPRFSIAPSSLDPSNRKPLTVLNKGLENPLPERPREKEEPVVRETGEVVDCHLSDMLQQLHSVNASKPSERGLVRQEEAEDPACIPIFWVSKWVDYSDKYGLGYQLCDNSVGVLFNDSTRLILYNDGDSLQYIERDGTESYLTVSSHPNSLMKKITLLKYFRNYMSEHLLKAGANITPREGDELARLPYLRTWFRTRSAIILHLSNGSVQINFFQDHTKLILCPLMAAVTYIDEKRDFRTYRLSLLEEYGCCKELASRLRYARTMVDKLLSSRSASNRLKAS
PI5P4Ka inh: inhibitors of human PI5P4K alpha; PI5P4Kalpha enzyme, ADP-Glo luminescence, 60 min; active compounds read low; max response, %; 1.2% of 330,000 active; active = max response of -50% or lower; inconclusive = between -30% and -50%; inactive = -30% or higher; also: value at the top dose of about 77 µM; % is scaled to controls: 0 for no effect and ±100 for the full control effect
Target sequence (P48426 whole entry, looked up): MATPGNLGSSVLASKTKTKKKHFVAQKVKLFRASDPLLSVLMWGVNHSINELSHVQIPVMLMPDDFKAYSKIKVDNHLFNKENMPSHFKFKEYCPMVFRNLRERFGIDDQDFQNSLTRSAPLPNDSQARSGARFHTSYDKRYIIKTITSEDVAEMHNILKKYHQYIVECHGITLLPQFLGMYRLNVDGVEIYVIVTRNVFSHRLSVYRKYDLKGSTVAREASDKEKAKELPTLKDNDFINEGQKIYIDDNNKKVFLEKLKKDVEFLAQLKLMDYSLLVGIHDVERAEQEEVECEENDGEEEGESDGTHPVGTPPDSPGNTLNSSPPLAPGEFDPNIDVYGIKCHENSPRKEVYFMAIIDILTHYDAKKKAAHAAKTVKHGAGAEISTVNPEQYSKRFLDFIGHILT
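Enzyme plus substrate dispensed, test compounds pinned in, then ATP (5 microM final) added. After 60 min at RT, ADP-Glo reagent 1 for 45 min and reagent 2 for 30 min preceded luminescence imaging.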
IL-2 act: IL-2 activation. IL-2 activation reporter assay, cell-based qHTS; stimulated with anti-CD3/CD4/CD28 beads; in transgenic mouse T cells. activation, % (series mostly up to about 46 µM). 0.065% of 360,000 active. AID 652025; in the data active = activation above about 50%; inconclusive = mostly about 30% to 49%; also: 0% is about no effect
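Using fluorescent plate cytometry, EGFP and DsRed are detected in transgenic mouse T cells stimulated 18 h at 37 degrees C with antibody-coated beads after 60 min compound pretreatment.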
GLP1R ag: GLP-1 receptor (human) agonism; Potency, µM (series often up to 45.6 µM), for inactives: at the top dose activation, most hits filed as activators; 0.007% of 380,000 active; HEK293 GLP-1R CRE-luciferase, luminescence, 4-6 h; cells express a hypersensitive GLP-1R form; P43220; also: potency is read from the fitted curve at half-maximal effect; % of control where 0% means no effect
Starred values were filed as active, the others as inactive; ? = inconclusive; . = no result given; [ ] = dose if it differs, or a comment. Unless noted, calls follow the shape of the dose curve; as a rule, active = well fitted curve in the direction sought with a large enough effect; inconclusive = small, poorly fitted or top-dose-only effect, or another doubt; inactive = no such curve, though single readings can be large; an effect the other way counts as inactive or inconclusive.

1) O=S(=O)(c1ccccc1)N1CCC(n2nnc3cc(F)ccc32)CC1
2) O=C(Cn1cnc2c(nnn2Cc2ccccc2)c1=O)c1ccccc1
3) CC1=C(C(=O)OCCOc2ccccc2)C(c2ccc(C)o2)C2=C(CC(C)(C)CC2=O)N1 (stereo unspecified)
4) CCC(OC(=O)c1cccs1)C(=O)NCc1ccc(C)cc1 (stereo unspecified)
5) CC1CCN(S(=O)(=O)Cc2ccccc2Cl)CC1
compound no.	1	2	3	4	5
PLK1 PBD inh	-15%	4%	1%	1%	-1%
GLP1R inv ag	-1%	3%	7.9µM*	-23%	-22%
WRN helicase inh	-7%	1%	-3%	11%	-4%[57.1 µM]
PI5P4Ka inh	.	-1	3	0	-1
IL-2 act	-3.4	-1.1	0.2	-0.6	0.4
GLP1R cytotox	14%	3%	10%	0%	-5%
D3 antag	-14	-19	-30	12	-2
GLP1R ag	2%	1%	-1%	9%	0%
D3 ag	-6	-2	-9	-7	-1

6) CNC(=S)NCc1ccc2[nH]c3c(c2c1)CCCC3
7) COc1cc(=O)oc(-c2ccccc2)c1C(C)=O
8) CCCOC(=O)C1=C(C)N(C)C(=O)NC1c1cc2c(cc1Br)OCO2 (stereo unspecified)
9) CCOc1ccc(N2CC(C(=O)Nc3cccc(C)c3C)CC2=O)cc1 (stereo unspecified)
10) CCOc1ccc(N2C(=O)CC(Sc3nc(C)cc(C)c3C#N)C2=O)cc1 (stereo unspecified)
compound no.	6	7	8	9	10
PLK1 PBD inh	-9%	-9%	-10%	-4%	-8%
GLP1R inv ag	9%	20%	-16%	8%	7%
WRN helicase inh	4%	-3%	11%	5%[57.1 µM]	-7%
PI5P4Ka inh	-4	1	-5	3	.
IL-2 act	0.1	0.4	1.4	-0.2	0.5
GLP1R cytotox	-18%	4%	8%	-2%	-11%
D3 antag	9	4	0	13	19
GLP1R ag	4%	12%	-3%	-10%	4%
D3 ag	3	14	2	-4	1

11) COc1ccc(Cn2c(-c3ccco3)nc3c(c(=O)c4ccccc4n3C)c2=O)cc1
12) Cc1cc(OCc2cc(C(=O)N3CCC(Oc4cccnc4)CC3)no2)cc(C)c1Cl
13) Cc1ccnc(NC(=O)c2cccc(OC(F)F)c2)n1
14) O=C(NCc1ccco1)c1ccc(F)c(S(=O)(=O)N2CCCCC2)c1
15) CC1(c2ccc(Cl)cc2Cl)NC(=O)N(CC(=O)Nc2ccc3[nH]c(=O)[nH]c3c2)C1=O (stereo unspecified)
compound no.	11	12	13	14	15
PLK1 PBD inh	-10%	-4%	-16%	-2%	5%
GLP1R inv ag	3%	?	16%	-23%	34%[activator]
WRN helicase inh	-1%[11.6 µM]	-4%	10%	-7%	-25%
PI5P4Ka inh	0	-1	0	-6	4
IL-2 act	-0.4	1.0	0.0	0.2	-2.5
GLP1R cytotox	-8%	-1%	0%	-13%	1%
D3 antag	2	-28	4	6	11
GLP1R ag	3%	-4%	14%	5%	-4%
D3 ag	-2	-6	1	2	1

Part of the list above with just D3 antag.
| nr | SMILES | D3 antag |
| --- | --- | --- |
| 15 | CC1(c2ccc(Cl)cc2Cl)NC(=O)N(CC(=O)Nc2ccc3[nH]c(=O)[nH]c3c2)C1=O (stereo unspecified) | 11 |
| 11 | COc1ccc(Cn2c(-c3ccco3)nc3c(c(=O)c4ccccc4n3C)c2=O)cc1 | 2 |

(further entries)
16) CCC1=NN(C(=O)CCc2ccccc2O)C(O)(C(F)(F)F)C1 (stereo unspecified)
17) COc1cccc(-c2ccccc2C2=CC(=O)CC(C)(C)C2=O)c1
18) CCCCCCc1cc2cc(C(=O)NC)c(=N)oc2cc1O
19) O=C(O)C1CC=CCC1C(=O)Nc1ccc2c(c1)CCC2 (stereo unspecified)
20) Cc1nc(CS(=O)c2ccc(Cl)cc2)cc(NCc2ccc(Cl)cc2Cl)n1 (stereo unspecified)
compound no.	16	17	18	19	20
PLK1 PBD inh	-8%	-7%	3.4µM*	0%	-7%
GLP1R inv ag	-18%	?	14%	8%	?
WRN helicase inh	2%	-5%	-28%	11%	-24%
PI5P4Ka inh	-1	2	-9	4	-7
IL-2 act	0.2	-3.8	2.2	0.2	-0.8
GLP1R cytotox	-15%	8%	339%[activator]	-18%	-27%
D3 antag	2	-17	-23	-4	4
GLP1R ag	14%	10%	-3%	-5%	12%
D3 ag	1	-3	12	-2	-2

21) CCc1nc(N2CCCCC2C)c2oc3ccccc3c2n1 (stereo unspecified)
22) COC(=O)c1ccc(NC(=O)c2ccc(NC(=O)c3ccco3)cc2)cc1
23) CCNc1nc(OC)nc(N2CCC(Cc3ccccc3)CC2)n1
24) COC(=O)c1ccccc1NC(=O)N[C@@H](C)C(=O)OC
25) CC(C)c1ccc(NC2CCCN(C(=O)CC3CCCC3)C2)cc1 (stereo unspecified)
compound no.	21	22	23	24	25
PLK1 PBD inh	1%	2%	-1%	-8%	6%
GLP1R inv ag	0%	4%	1%	7%	6.3µM*
WRN helicase inh	-5%	-14%	-14%	-5%	-3%
PI5P4Ka inh	.	-17	22	.	18
IL-2 act	-2.3	-1.1	-2.9	0.2	0.0
GLP1R cytotox	5%	-3%	8%	?	6%
D3 antag	-10	17	38	7	18
GLP1R ag	12%	-2%	3%	-6%	20%
D3 ag	-4	-1	10	17	-3

26) CCc1cc(C(=O)c2ccc(C)cc2)c(NC(=O)CCl)s1
27) CCOc1ccc(/C=C2/SC(=O)NC2=S)cc1
28) CCOC(=O)c1ccc(N2C(=O)[C@@H](c3ccccc3)[C@H]2c2ccccc2)cc1
29) CC1CCCCN1C(=O)COC(=O)c1cc([N+](=O)[O-])ccc1N1CCOCC1 (stereo unspecified)
30) CN(C)CC1C2CCC(C2)C1O (stereo unspecified)
compound no.	26	27	28	29	30
PLK1 PBD inh	-7%	?	1%	-1%	-5%
GLP1R inv ag	?	17%	5µM*	12%	8%
WRN helicase inh	-12%	?	4%	7%	0%
PI5P4Ka inh	-7	-3	10	-7	4
IL-2 act	-2.7	3.5	0.5	-0.4	-0.2
GLP1R cytotox	?	-2%	5%	?	-7%
D3 antag	-15	4	-23	-7	-6
GLP1R ag	?	-8%	-2%	0%	0%
D3 ag	4	9	0	5	0

31) CCN(C(=O)c1ccc(S(=O)(=O)N(C)C)cc1)C(C)C(=O)Nc1ccc(C)cc1 (stereo unspecified)
32) O=C(NNC(=O)c1ccccc1OCc1ccccc1)c1ccccc1O
33) COc1ccccc1C(=O)NCCC(=O)N1CCN(c2ccccc2Cl)CC1
34) CCN(CC)S(=O)(=O)c1ccc(C(=O)/C=C/c2ccc(-c3ccc([N+](=O)[O-])cc3)o2)cc1
35) CCc1ccc(-n2c(SCC(=O)Nc3cccc(S(=O)(=O)NC4=NCCCCC4)c3)nc3ccccc3c2=O)cc1
compound no.	31	32	33	34	35
PLK1 PBD inh	1%	3%	-11%	-30%	-2%
GLP1R inv ag	6%	?	11%	0%	1%
WRN helicase inh	-9%	-3%	9%	-8%	-19%
PI5P4Ka inh	2	-2	11	-18	2
IL-2 act	-4.5	1.8	-3.4	27	-0.6
GLP1R cytotox	-1%	-18%	0%	-5%	44%[activator]
D3 antag	12	30	4	9	9
GLP1R ag	4%	2%	-1%	-1%	2%
D3 ag	20	2	7	0	-5

A second format for 3 compounds above.
31) CCN(C(=O)c1ccc(S(=O)(=O)N(C)C)cc1)C(C)C(=O)Nc1ccc(C)cc1 (stereo unspecified)
  PLK1 PBD inh: 1%	GLP1R inv ag: 6%	WRN helicase inh: -9%	PI5P4Ka inh: 2	IL-2 act: -4.5	GLP1R cytotox: -1%	D3 antag: 12	GLP1R ag: 4%	D3 ag: 20
32) O=C(NNC(=O)c1ccccc1OCc1ccccc1)c1ccccc1O
  PLK1 PBD inh: 3%	GLP1R inv ag: ?	WRN helicase inh: -3%	PI5P4Ka inh: -2	IL-2 act: 1.8	GLP1R cytotox: -18%	D3 antag: 30	GLP1R ag: 2%	D3 ag: 2
33) COc1ccccc1C(=O)NCCC(=O)N1CCN(c2ccccc2Cl)CC1
  PLK1 PBD inh: -11%	GLP1R inv ag: 11%	WRN helicase inh: 9%	PI5P4Ka inh: 11	IL-2 act: -3.4	GLP1R cytotox: 0%	D3 antag: 4	GLP1R ag: -1%	D3 ag: 7

The listing continues:
36) CC(C)(O)c1cn(-c2nonc2N)nn1
37) COC(=O)c1sccc1NC(=O)c1ccc2c(c1)OCO2
38) Cc1nn(C)cc1/C=C1\SC(=S)NC1=O
39) COc1ccc(CN(C(=O)/C=C/c2ccco2)C2CCS(=O)(=O)C2)cc1OC (stereo unspecified)
40) COc1cccc(NC(=O)Cc2nnc(SCC(=O)c3ccccc3)n2C)c1
compound no.	36	37	38	39	40
PLK1 PBD inh	-1%	-5%	-3%	-18%	-10%
GLP1R inv ag	-1%	2%	2%	5%	2%
WRN helicase inh	-6%	-2%[57.1 µM]	-21%	-13%	1%
PI5P4Ka inh	5	.	-82*	-2	7
IL-2 act	1.7	-0.8	-3.7	3.8	-0.3
GLP1R cytotox	10%	-4%	?	11%	1%
D3 antag	9	15	-70*	14	56
GLP1R ag	3%	9%	5%	-3%	12%
D3 ag	1	13	0	4	10

41) Cc1ccc(CSC2=NCCN2S(=O)(=O)c2ccccc2)cc1
42) O=C(NCc1cccnc1)c1cc(C2CCCCN2C(=O)CCCc2ccccc2)on1 (stereo unspecified)
43) COc1ccc(/C=N/NC(=O)c2cc(-c3ccc(C)cc3C)nc3ccccc23)cc1COC(C)=O
44) Cc1occc1-c1nnc(SCC(=O)Nc2ccccc2)n1Cc1ccccc1
45) O=C(/C=C/C(=O)N1CCc2ccccc2C1)N1CCc2ccccc2C1
46) Cc1cc(C(=O)NCC(=O)OCC(=O)N(C2CCCCC2)C2CCCCC2)ccc1[N+](=O)[O-]
compound no.	41	42	43	44	45	46
PLK1 PBD inh	7%	-11%	-7%	-7%	-6%	2%
GLP1R inv ag	?	21%	21%	-29%	8%	?
WRN helicase inh	-2%	-11%	-25%	-1%	0%	-20%
PI5P4Ka inh	14	0	13	.	1	-1
IL-2 act	-2.0	-0.5	8.1	-1.8	-0.3	0.2
GLP1R cytotox	-2%	-8%	-3%	-16%	13%	-13%
D3 antag	3	0	?	-9	5	-6
GLP1R ag	20%	-2%	1%	9%	-6%	5%
D3 ag	3	-1	3	21	2	1
